NR2E3 ag-1: activates human NR2E3 receptor; Q9Y5X4; CHO-S Gal4-NCOR/VP16-NR2E3 two-hybrid, luciferase; inhibition of corepressor binding, % at 3.98 µM; hit rate 0.35% among 360,000; AID 602229;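 active = inhibition above the mean of all tested compounds plus 3 SD, cut at about 70% in these data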;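 also: 0% = DMSO with NR2E3 transfected cells and 100% = cells lacking NR2E3 construct; higher means lower luciferase signal from less NR2E3 corepressor binding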
Target sequence (Q9Y5X4 whole entry, looked up, the tested form may be a part): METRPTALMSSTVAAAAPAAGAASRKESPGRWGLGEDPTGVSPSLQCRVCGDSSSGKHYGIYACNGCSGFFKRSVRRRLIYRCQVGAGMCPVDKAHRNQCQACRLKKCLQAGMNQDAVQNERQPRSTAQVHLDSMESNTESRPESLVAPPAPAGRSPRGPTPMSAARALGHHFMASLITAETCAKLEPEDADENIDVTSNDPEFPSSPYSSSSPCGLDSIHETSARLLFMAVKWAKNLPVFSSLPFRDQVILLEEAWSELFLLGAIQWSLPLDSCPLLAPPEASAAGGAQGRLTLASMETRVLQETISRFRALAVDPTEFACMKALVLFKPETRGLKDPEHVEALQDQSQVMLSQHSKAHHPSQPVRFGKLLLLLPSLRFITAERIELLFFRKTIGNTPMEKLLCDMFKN
HIF-2a block: blocks HIF-2a reporter activity. 786-0 RCC cells HIF-2a reporter, luciferase luminescence, overnight. inhibition, % at 18.8 µM. hit rate 0.72% among 360,000;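 active = inhibition of the luminescence signal of 40% or more relative to plate controls, in a single-dose primary screen at 18.75 µM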
NR2E3 ag-2: agonists of human nuclear receptor NR2E3; inhibition of corepressor binding, % at 4.78 µM; AID 2300; hit rate 0.12% among 320,000; Q9Y5X4; GST-NR2E3/biotin-RetCOR TR-FRET, 1536-well;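 active = percent inhibition above the cutoff of mean plus 3 SD of all tested compounds, set per screening campaign, cut at about 20% in these data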;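 also: 0% = DMSO wells and 100% = biotin wells as full block of FRET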
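Material – GST-tagged NR2E3 plus biotinylated RetCOR corepressor · Quantity – NR2E3 fusion 1.35 nM · Times – 5 h incubation at 4 °C · Medium – pH 7.5 Tris-based buffer · Technique – TR-FRET, Eu(K)-anti-GST donor, streptavidin-D2 acceptor, ex 340, em 617/671 nm · Benchmarks – high control biotin, low control 0.6% DMSO · Format – 1536-well plates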
CF NFkB inh: inhibitors of cystic fibrosis induced NF-kB | hit rate 0.86% among 360,000 | inhibition, % at 5 µM | KKLEB NF-kB-GFP reporter, PAF-induced, GFP fluorescence overnight;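 active = at least 50% inhibition at 5 µM, scaled per plate between neutral and stimulator controls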;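 also: PAF is a Pseudomonas aeruginosa culture filtrate used as stimulus; plate controls were PAF-stimulated DMSO wells for no effect and unstimulated DMSO wells for full effect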
aDG glyco act: increases alpha dystroglycan glycosylation; Pro5-aDG cells, alpha-DG glycosylation AlphaScreen (IIH6); 0% Pro5, 100% B10-LARGE cell signal; hit rate 0.22% among 360,000; activation, % at 10 µM;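 active = activation of at least 8% versus controls, or a plate z-score of at least 8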;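 also: Pro5 are CHO cells carrying HIG-tagged alpha-DG that lacks glycosylation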
TWEAK-Fn14 inh: blocks TWEAK-Fn14 interaction in a reporter cell assay | AID 1159606 | TWEAK-stimulated Fn14 reporter cells, luciferase luminescence, 8 h | inhibition, % at 10 µM | hit rate 2% among 360,000; in the data active = inhibition above about 50%
Peg3 promoter: reduces Peg3 promoter-driven luciferase expression in HeLa. AID 588405. HeLa PEG-Prom luciferase reporter, luminescence, overnight. hit rate 1.7% among 360,000. inhibition, % at 20 µM;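 active = inhibition of at least 50% at 20 µM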
hiPSC survival: enhancers of human iPSC single-cell survival; hiPSC single-cell survival, ATPlite luminescence; 100% = ROCK inhibitor wells, 0% = DMSO; survival enhancement, % at 20 µM; hit rate 0.044% among 360,000; AID 602274; in the data active = survival enhancement above about 18%;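 also: cells exposed to compounds for 16 hours before the ATP read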
Shn3 3UTR inh: inhibitors of Schnurri-3 3'UTR reporter in osteoblasts; Clone20 osteoblast Shn3 3'UTR firefly luciferase, 24 h; inhibition, % at 12.5 µM; hit rate 0.52% among 360,000; AID 588674;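 active = mean inhibition of at least 75% with every replicate also reaching 75%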;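 also: 0% = median of neutral control wells and 100% = pilot-screen positive control compound; some compounds past the cut are filed as inactive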
KKLEB cytotox: reduces viability of KKLEB cystic fibrosis airway cells; hit rate 0.36% among 360,000; activity change (cytotoxicity), % at 5 µM; KKLEB CF airway cells viability, ATPlite luminescence, overnight; stronger effect = lower value; cells stimulated with P. aeruginosa culture filtrate;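 active = corrected activity change at or below -50% at 5 µM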
MITF TRPM1 inh: inhibitors of MITF-driven TRPM1 promoter in melanoma cells; SK-MEL-5 TRPM1 promoter luciferase, 24 h; inhibition, % at 12.5 µM; hit rate 0.83% among 330,000; AID 488899;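 active = mean inhibition across replicates of 60% or more, whatever share of single replicates reaches that level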; also: values of inactives mirror those of a sister screen read the other way
An asterisk follows results filed as active; / = not tested or not shown.

SMILES	NR2E3 ag-1	HIF-2a block	NR2E3 ag-2	CF NFkB inh	aDG glyco act	TWEAK-Fn14 inh	Peg3 promoter	hiPSC survival	Shn3 3UTR inh	KKLEB cytotox	MITF TRPM1 inh
CCOCCCN1C(=O)CN(C2CCCCCC2)C(=O)C1c1ccc(OC)cc1 (stereo not given)	-21	-5	1	-3	0.4	-7	-13	1.5	2	0	-5
CCOC(=O)NC(=O)C(=CNc1ccc(C)cc1)C(=O)NC(=O)OCC	-4	-2	2	-1	2.6	1	-50	0.0	3	-3	-7
CNc1nc(NCCOc2ccccc2)c2sccc2n1	14	-40	/	-1	0.6	14	-40	6.3	24	-8	/
COc1ccc(-n2c(=S)[nH]c3cc(C(=O)NCc4ccccc4OC)ccc3c2=O)c(OC)c1	15	8	-1	6	-0.1	22	-8	-0.6	36	-1	12
O=C(O)c1ccc(S(=O)(=O)N(Cc2ccccc2)Cc2ccccc2)cc1	-6	15	2	-11	-0.1	21	14	0.0	-5	9	1
COc1ccc(NC(=O)C(C)SCc2ccccc2)cc1OC (stereo not given)	-3	4	-1	6	0.9	-12	-3	-0.7	12	4	-19
CN(CC(=O)N1CCN(Cc2ccccc2)CC1)C(=O)Cc1cccc2ccccc12	15	9	3	14	-0.4	0	4	-0.3	15	4	3
CCOc1ccccc1C(=O)NCC(=O)OCC(=O)c1c(N)n(C)c(=O)n(C)c1=O	-4	-1	/	9	0.3	-17	-23	0.0	1	-1	-7
CCOC(=O)c1oc2ccccc2c1COC(=O)CNC(=O)c1ccccc1	-11	-11	1	9	0.1	8	9	0.2	10	-2	3
COc1ccc2ccccc2c1C(O)c1nccn1C (stereo not given)	-5	-3	2	-38	0.9	-3	-1	3.7	4	18	7

Compounds above that have four or more nitrogen atoms, in the order listed:
SMILES	NR2E3 ag-1	HIF-2a block	NR2E3 ag-2	CF NFkB inh	aDG glyco act	TWEAK-Fn14 inh	Peg3 promoter	hiPSC survival	Shn3 3UTR inh	KKLEB cytotox	MITF TRPM1 inh
CNc1nc(NCCOc2ccccc2)c2sccc2n1	14	-40	/	-1	0.6	14	-40	6.3	24	-8	/
CCOc1ccccc1C(=O)NCC(=O)OCC(=O)c1c(N)n(C)c(=O)n(C)c1=O	-4	-1	/	9	0.3	-17	-23	0.0	1	-1	-7

(listing goes on)
SMILES	NR2E3 ag-1	HIF-2a block	NR2E3 ag-2	CF NFkB inh	aDG glyco act	TWEAK-Fn14 inh	Peg3 promoter	hiPSC survival	Shn3 3UTR inh	KKLEB cytotox	MITF TRPM1 inh
O=C(O)CCN1C(=O)/C(=C2\C(=O)N(Cc3ccccc3Cl)c3ccccc32)SC1=S	-19	9	/	8	0.1	37	-8	0.4	-37	3	17
COc1cccc(NC(=O)c2ccc(NC(=O)C(C)C)cc2)c1	-21	-179	5	2	0.5	-11	-170	-0.5	-46	-8	-62
Cc1cc(C(=O)N2CCC2(C)C(=O)O)c(C)o1 (stereo not given)	-2	12	/	-20	0.3	6	-9	-2.3	-16	7	/
Cc1ccccc1NC(=O)c1cccc(C(=O)Nc2ccccc2C)c1	-14	17	2	11	0.1	27	12	-0.5	32	-2	10
Cc1cccn2c(=O)c3cc(S(=O)(=O)c4ccccc4)c(=N)n(Cc4cccnc4)c3nc12	-17	29	6	5	-0.2	11	32	1.1	2	3	18
COc1cc(C2C3=C(CC(C)(C)CC3=O)N(C)C3=C2C(=O)CC(C)(C)C3)cc(Br)c1O	0	1	3	-7	-0.1	-28	6	0.0	-10	1	2
C=CCn1c(SCC(=O)Nc2ccc(O)cc2)nc2sc(CC)cc2c1=O	-18	-8	2	0	-0.1	8	31	-0.3	11	-17	11
O=C(O/N=C(/c1ccccc1)c1ccncc1)c1cccc(F)c1	-25	17	4	11	0.3	-18	-2	-1.2	-11	-6	1
CCOC(=O)c1cnn(-c2ncnc3c2oc2ccccc23)c1N	-85	-232	0	-24	-0.1	18	-186	-0.2	-15	-7	-18
CCN(C(=O)COC(=O)/C=C/c1ccccc1)C1CCCCC1	-18	8	1	-2	0.0	-2	-6	-0.6	11	15	1
COc1cc(-c2nc3c(c(C)nn3-c3ccccc3)c3cc(OC)c(OC)cc23)ccc1O	-7	23	1	12	1.1	49	31	0.1	36	-6	-2
COC(=O)Cn1c(=O)c2c(nc3n2CC(C)CN3c2ccc(C)c(C)c2)n(C)c1=O (stereo not given)	-6	13	-1	-29	0.0	1	9	1.2	-5	-1	11
c1ccc(Oc2cccc(OCCCn3cncn3)c2)cc1	4	-56	-3	-7	0.2	-12	-15	-0.6	-6	-9	-14
COc1ccc(C(CNc2ccc(S(=O)(=O)N3CCN(C)CC3)cc2[N+](=O)[O-])N(C)C)cc1 (stereo not given)	19	12	/	-2	-0.1	12	-13	-0.4	3	-12	-11
O=C(O)CCC(=O)Nc1cc(C(F)(F)F)cc(C(F)(F)F)c1	18	21	7	-13	-0.1	-6	8	-0.4	-1	-8	5
COc1ccccc1CC(=O)Nc1ccc2[nH]ncc2c1	-9	8	0	8	0.1	1	-15	1.6	-9	-3	7
CC(C)CC(C(=O)NC1CCCC1)N(Cc1ccc2c(c1)OCO2)C(=O)c1snc(C(N)=O)c1N (stereo not given)	-9	15	0	-5	-0.3	-23	-6	-2.1	-7	3	-3
Cc1ccc(CNC(=O)NC23CC4CC(CC(C4)C2)C3)cc1	3	10	-1	6	0.1	3	19	-1.6	22	-1	13
Cc1c(Cl)cccc1NC(=S)NCCc1ccccn1	-5	9	-4	-21	0.2	-10	11	-0.5	2	4	-4
COc1ccccc1NC(=O)CN(c1ccccc1F)S(C)(=O)=O	-14	10	-3	7	0.1	-13	-11	-0.3	7	8	3
CCN(C(=O)CCCC(=O)N(CC)c1ccccc1)c1ccccc1	7	5	-5	-5	0.1	12	-4	-0.5	5	28	-1
O=C(NNC(=O)c1cc(Br)ccc1O)c1csc(N2CCOCC2)n1	10	5	4	1	0.3	0	21	0.0	32	-11	13
C/C(=C\c1cccc(Cl)c1)C(=O)c1c(C)cc(C)[nH]c1=O	-9	20	3	10	0.0	38	-8	1.5	-8	0	-5
CC(NC(=O)[C@H](NC(=O)[C@@H]1Cc2ccccc2CN1)c1ccccc1)c1ccccc1 (stereo not given in full)	15	-7	-1	3	0.0	-23	1	-1.3	-9	-4	-2
Cc1cc(C)c(NC(=O)CNC(=O)CNC(=O)C2CCCCC2)c(C)c1	-6	12	1	-3	0.2	14	13	-0.4	-4	-4	-1
Cc1cc(NC(=O)NC2CCCN2S(=O)(=O)c2ccc(Cl)cc2)no1 (stereo not given)	-7	8	-2	-1	-0.1	10	11	3.8	-3	1	-3
Cc1cc(/C=C2\SC(=S)NC2=O)cc(C)c1O	-60	-108	-1	32	0.0	-44	7	-0.5	-8	-44	7
CN(Cc1cnc2nc(N)nc(N)c2n1)c1ccc(C(=O)NC(CCC(=O)O)C(=O)O)c2ccccc12 (stereo not given)	30	32	/	-20	0.0	-3	24	6.9	44	6	42
CC(=O)N1N=C(c2ccccc2)CC1c1cccs1 (stereo not given)	-5	-18	/	-2	-0.1	-25	-12	0.1	-8	8	-3
CCN1CCN(C(c2ccccc2)c2nnnn2C(C)(C)C)CC1 (stereo not given)	-36	6	/	/	-0.1	13	/	-0.2	/	/	/
CCCN(CC(=O)Nc1ccccc1C)C(=O)C1CCCN(C(=O)c2ccc(Cl)cc2)C1 (stereo not given)	7	8	2	-12	0.0	6	7	0.7	0	6	8
COc1ccc(N2CC(C(=O)Nc3ccc4c(c3)OCCO4)CC2=O)cc1 (stereo not given)	-19	12	5	-1	-0.1	42	18	1.6	0	-2	-9
Cc1noc2ncnc(SCc3ccc(C(F)(F)F)cc3)c12	-13	-26	-2	-8	1.0	-29	-29	-0.6	15	-15	-18
c1ccc(Oc2cccc(CN3CCCCC3)c2)cc1	7	-8	1	-5	0.3	-16	4	2.2	-15	4	-4
COc1ccc(-c2noc(CN3C(=O)c4ccccc4C3=O)n2)cc1	6	8	2	-1	0.0	-10	-12	-0.3	1	-13	-8
O=C(COC(=O)c1ccc(F)cc1)Nc1nc2ccc([N+](=O)[O-])cc2s1	-21	-3	2	-10	0.3	7	-3	3.1	6	-2	10
CN(C)c1nc(-c2cn(CCC#N)c3ccccc23)cs1	18	10	-4	1	5.1*	2	-4	-0.7	-19	-26	7
CCC(C)Nc1nc2c(C)cccn2c(=O)c1C=Nc1ccc(OC)cc1 (stereo not given)	-14	9	-2	5	-0.1	-11	14	-1.4	-6	-2	6
Cc1ccc(N2CCN(C(=O)c3ccccc3NC(=O)/C=C\C(=O)O)CC2)cc1	-45	-30	0	-6	-0.1	-8	-1	1.2	0	1	-10
O=C(Cn1cc(Cl)c([N+](=O)[O-])n1)NCCC1=CCCCC1	-11	-47	0	-4	0.1	16	-17	0.2	-3	-1	3
C=C(C)C(=O)N1CC2(CC(c3cccc(NC(=O)CC)c3)=NO2)C[C@H]1C(N)=O (stereo not given in full)	-7	8	0	22	-0.2	-11	-8	2.7	-6	-6	-5
Cc1cc(Cl)ccc1OCC(=O)OCC(=O)NC1CCCC1	7	17	2	-6	-0.3	8	13	2.7	-5	-12	1
O=C(Nc1cccc(F)c1)OC(CN1CCCCC1)C(F)(F)F (stereo not given)	3	-2	-1	-4	0.2	-7	-7	-0.6	8	13	7
CCOCCCNC(=O)/C(C#N)=C/c1ccc([N+](=O)[O-])o1	18	34	0	-6	-0.4	-2	101*	29*	98*	9	61*
CCCC(C(=O)N1CCOCC1)N1C(=O)C2C3C=CC(C3)C2C1=O (stereo not given)	-7	5	3	-10	0.0	-14	11	0.0	3	1	-6
O=C(CSc1nncc2ccccc12)N1CCCCC1	-6	-111	1	16	0.1	-34	-125	-0.5	-55	-5	-20
CC(=O)Nc1cccc(NC(=O)c2cc3ccccc3o2)c1	-81	-248	2	-15	0.8	-11	-283	-1.9	-98	6	-80
O=C(CN1CCCC1)Nc1c(C(=O)C2CC2)oc2ccccc12	0	4	0	0	0.0	1	23	0.5	-5	-6	-4
O=C(CSc1nc2[nH]ncc2c(=O)[nH]1)NCc1ccccc1	-3	8	-2	-2	-0.1	17	8	1.9	-14	4	-1
CC(=NCCN1CCN(C(C)=C2C(=O)c3ccccc3C2=O)CC1)C1=C(O)CC(C)(C)CC1=O	-7	7	-1	-5	0.4	16	2	5.3	2	-2	8
CN(C)C(=O)/C=C\c1cn(-c2ccccc2)nc1-c1ccc2c(c1)OCCO2	1	15	2	24	-0.2	14	23	-3.0	-3	-16	21
CC1(C(=O)NS(=O)(=O)c2ccccc2Cl)CCN1C(=O)CC1CCCCC1 (stereo not given)	-3	3	/	2	-0.1	-6	3	-1.7	-14	1	/
Cc1c(/C=N\NC(=O)C2COc3ccccc3O2)c2ccccc2n1C (stereo not given)	-10	-30	0	38	-0.2	16	5	-2.1	-13	-26	49

Screening data as filed in PubChem BioAssay.
